CHT block – human CHT choline transport inhibition; CHT-expressing cells, membrane potential dye, choline response; hits give low values; 310,000 compounds, 0.86% hits; Q9GZV3; B-score at 10 µM;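 active = B-score over 3 SD under the library average, and starting fluorescence ratio not unusually high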;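 note: choline stimulus applied at its EC90 after an EC20 pre-addition; B-score computed on integrated fluorescence ratio after choline addition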
Target sequence (Q9GZV3 whole entry, looked up): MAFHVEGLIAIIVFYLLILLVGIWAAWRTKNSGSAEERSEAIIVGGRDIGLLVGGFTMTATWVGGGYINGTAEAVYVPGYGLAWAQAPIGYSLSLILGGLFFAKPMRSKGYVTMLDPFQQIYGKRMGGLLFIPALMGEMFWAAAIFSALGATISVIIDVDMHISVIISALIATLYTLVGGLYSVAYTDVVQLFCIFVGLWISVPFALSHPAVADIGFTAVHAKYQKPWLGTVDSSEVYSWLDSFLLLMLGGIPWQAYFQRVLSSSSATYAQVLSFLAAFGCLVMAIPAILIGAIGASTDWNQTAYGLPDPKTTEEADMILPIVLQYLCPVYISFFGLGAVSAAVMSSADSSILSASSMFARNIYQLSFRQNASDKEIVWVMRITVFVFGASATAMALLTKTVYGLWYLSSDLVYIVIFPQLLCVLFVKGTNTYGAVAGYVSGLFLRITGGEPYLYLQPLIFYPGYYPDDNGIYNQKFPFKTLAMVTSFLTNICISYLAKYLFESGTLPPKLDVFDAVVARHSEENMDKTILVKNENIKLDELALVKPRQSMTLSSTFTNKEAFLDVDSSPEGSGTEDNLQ
STK33 kinase inh – blocks human STK33 kinase activity | purified STK33, MBP phosphorylation, ADP-Glo luminescence | inhibition, % at 10 µM | 320,000 compounds, 0.073% hits;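 active = inhibition at or above 25%, using the most active replicate where run in duplicate; inactive = inhibition below 25%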
Target sequence (Q9BYT3 whole entry, looked up): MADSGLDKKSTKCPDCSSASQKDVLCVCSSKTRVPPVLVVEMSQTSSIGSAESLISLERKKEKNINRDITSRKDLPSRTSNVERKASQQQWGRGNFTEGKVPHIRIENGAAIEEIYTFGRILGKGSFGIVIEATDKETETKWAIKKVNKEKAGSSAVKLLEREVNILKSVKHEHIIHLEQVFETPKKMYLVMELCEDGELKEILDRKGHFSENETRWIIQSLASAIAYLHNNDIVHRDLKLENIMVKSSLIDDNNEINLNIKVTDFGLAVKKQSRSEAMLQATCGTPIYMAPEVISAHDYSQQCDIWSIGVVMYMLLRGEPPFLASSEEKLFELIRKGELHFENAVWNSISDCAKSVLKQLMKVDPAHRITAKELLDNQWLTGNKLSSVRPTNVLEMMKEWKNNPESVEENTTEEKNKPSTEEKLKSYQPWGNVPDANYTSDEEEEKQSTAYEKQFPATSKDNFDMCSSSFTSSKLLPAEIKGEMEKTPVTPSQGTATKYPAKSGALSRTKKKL
CHT allo act – human CHT allosteric activation; Q9GZV3; AID 488977; 310,000 compounds, 0.49% hits; CHT-expressing cells, membrane potential dye, choline EC20; hits give high values; LV-AA mutant CHT in HEK293 cells; B-score at 10 µM;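 active = initial fluorescence not abnormally high and integrated response B-score, plate-corrected, over 3 SD above library mean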
The depositor's hits bear a star; i = inactive; x = not tested or not shown.

molecule,CHT block,STK33 kinase inh,CHT allo act
CC(=O)c1sc(NC(=O)C2CC(=O)N(Cc3ccco3)C2)nc1-c1ccccc1 (stereo not drawn),i,1.1,i
O=C(NCCc1ccccc1)c1n[nH]c(=O)c2ccccc12,i,1.1,i
CCCCc1nnc(NC(=O)C23CC4CC(CC(NC(C)=O)(C4)C2)C3)s1,i,-0.9,i
Cc1c(-c2ccc(Br)cc2)nc2ccccn12,i,-0.2,i
O=C(NNC(=O)c1cc([N+](=O)[O-])ccc1Cl)c1cccs1,i,-0.4,i
Cc1cc(/C=C(\C#N)C(=O)NCc2ccco2)c(C)[nH]1,i,0.3,i
CCCCN1C(=O)C2Cc3c([nH]c4ccccc34)CN2C1=S (stereo not drawn),i,-0.3,i
COc1cccc(/C=N/n2c(-c3cc(C)[nH]n3)n[nH]c2=S)c1,i,0.5,i
CC[C@H](C)C(=O)O[C@H]1CCC=C2C=C[C@H](C)[C@H](CC[C@@H]3C[C@@H](O)CC(=O)O3)[C@H]21,i,-2.6,i
Clc1ccc2nc(N3CCNCC3)nc(-c3ccccc3)c2c1,i,-0.7,i
CSc1ccccc1C(=O)N1CCN(c2ccc(F)cc2)CC1,i,-0.2,i
Cc1nc([N+](=O)[O-])cn1CC(O)c1ccc(Cl)cc1 (stereo not drawn),i,-1.3,i
CC1(C)Cc2cccc(Oc3ccc(S(=O)(=O)N4CCCCC4)cn3)c2O1,i,-2.5,i
CCCN1CCc2[nH]c(=S)[nH]c(=O)c2C1,i,-0.8,i
CCOC(=O)c1ccc(OCCOc2ccccc2C)cc1,i,-1.3,i

Following part:
molecule,CHT block,STK33 kinase inh,CHT allo act
CCC1=Nc2ccc(Br)cc2C(c2ccccc2)N1CC(=O)OC (stereo not drawn),i,-0.4,11*
CCCN(C(=O)CSCC(=O)Nc1ccc(OC)cc1)c1c(N)n(Cc2ccccc2)c(=O)[nH]c1=O,i,-1.5,i
CCOc1cccc(/C=C/c2ccc3cccc(O)c3n2)c1O,i,-0.2,i
CCCCCCOc1ccc(C(CC(=O)NC)C(=O)O)cc1 (stereo not drawn),i,-2.2,i
CN(C(=O)C1CCCCC1)C1CCS(=O)(=O)C1 (stereo not drawn),i,-1.5,i
CC(=O)C1=C(C)N(CC2CC2)C(=O)N[C@H]1c1cccs1,i,-1.5,i
Cc1ccc(N2C(=O)N(CC(=O)Nc3ccc(C)cc3C)C(=O)C2C)cc1 (stereo not drawn),i,-0.3,i
CCC(C)NC(=O)c1cccc(OCc2c(C)noc2C)c1 (stereo not drawn),i,-0.4,i
CCN(c1cccc2ccccc12)S(=O)(=O)c1ccc(Cl)nc1,i,0.3,i
COCC(=O)Nc1ccc2c(c1)OCO2,i,0.0,i
NC(c1ccccc1)c1ccncc1 (stereo not drawn),i,-0.7,i
O=C(CC(SCCO)c1ccc([N+](=O)[O-])cc1)c1ccco1 (stereo not drawn),i,1.0,i
COCCN(C(=O)c1ccc(OC2CCN(S(=O)(=O)N(C)C)CC2)cc1)C(C)C,i,-0.5,i
COc1ccc(Cn2nnnc2C(C(C)C)N(Cc2ccco2)Cc2cccs2)cc1 (stereo not drawn),i,-0.6,i
COc1ccc(/C=C/C(=O)NC(=S)NNC(=O)c2ccco2)cc1,i,0.8,i

Next part
molecule,CHT block,STK33 kinase inh,CHT allo act
CCOC(=O)CCn1cc(F)c(=O)n(Cc2ccccc2)c1=O,i,-0.1,i
CCCn1nnnc1SCC(=O)NCc1ccccc1,i,-1.0,i
CCCn1c(SCC(=O)Nc2ccc(NC(=O)CC)cc2)nc2c1c(=O)n(C)c(=O)n2C,i,-0.8,i
O=C1CC(SCCO)C(=O)N1c1ccccc1 (stereo not drawn),i,-1.3,i
CC(=O)Nc1ccc(Cc2ccncc2)cc1,i,-0.4,i
CC(C)C(=O)Nc1cccc(NC(=O)c2ccc(Cl)cc2Cl)c1,-9.4*,-2.2,i
O=C(NN1C(=O)c2ccccc2C1=O)C1CC2CCC1C2 (stereo not drawn),i,1.1,i
c1ccc(-c2ccccc2OCCn2cncn2)cc1,i,-2.2,i
Cc1cc(C)n(CC(O)Cn2c3ccc(Br)cc3c3cc(Br)ccc32)c(=O)n1 (stereo not drawn),i,-0.3,i
O=C(c1ccc(Cl)c(Cl)c1)c1cc(-c2ccccn2)c(N2CCOCC2)s1,i,-0.7,i
Cc1cc(NCCN2CCOCC2)n2ncc(-c3ccccc3)c2n1,i,2.5,i
CC(C)c1ccccc1N=C1SCCCN1C(=O)c1cccc(N2C(=O)CCC2=O)c1,i,0.1,i
Cc1ccnc(NC(=O)Cc2ccc(-c3ccccc3)cc2)c1,i,-0.4,i
C=CCc1cccc(Cl)c1OCCON1C(=O)CCC1=O,i,-0.5,i
COc1cccc(NC(=S)NNC(=O)Cn2nc(C(F)F)cc2C(F)F)c1,i,-0.2,i

Continuation:
molecule,CHT block,STK33 kinase inh,CHT allo act
CCn1nnnc1NCc1ccc(N2CCCC2)cc1,i,-0.5,i
Cc1ccccc1CSc1nnc(-c2cnccn2)n1C,i,-1.7,i
COc1ccccc1-c1nnc(SCC(=O)NC2CCS(=O)(=O)C2)n1CCc1ccccc1 (stereo not drawn),i,-1.2,i
CCC(C)NC(=O)C(Sc1ccccc1)c1ccccc1 (stereo not drawn),i,0.4,i
O=C(CS(=O)Cc1ccccc1Cl)Nc1ccccc1Cl (stereo not drawn),i,-0.1,i
O=C(CC1C(=O)CCCC1=O)c1ccccc1,i,-0.6,i
CC(C)(C)C1=C[C@@H](CO)C[C@@H](CO)C1,i,-0.1,i
N#Cc1nc(-c2ccco2)oc1NCc1ccccc1Cl,i,-0.5,i
O=C(O)c1ccc(Cl)c(S(=O)(=O)NCc2cccnc2)c1,i,-1.9,i
Cc1nn(-c2ccccc2)c(Cl)c1/C=N/NC(=O)c1ccc(NS(=O)(=O)c2cccs2)cc1,i,-2.6,i
Cc1cccc(NC(=O)CN2C(=S)NC(C)(C)CC2C)c1 (stereo not drawn),i,-0.7,i
COc1ccc(/C=N/NC(=O)c2ccncc2)cc1CN1CCOCC1,i,-1.3,i
COC(=O)[C@@H](Cc1c[nH]c2ccccc12)NC(=O)c1ccc2c(c1)OCO2,i,-0.7,i
CC(C)NC(=O)CSc1nc(Cc2ccccc2)nc2ccccc12,i,-0.4,i
O=C1NCCCCC1NS(=O)(=O)c1ccc(F)c(F)c1 (stereo not drawn),i,-1.4,i

Next section
molecule,CHT block,STK33 kinase inh,CHT allo act
CCOC(=O)c1cc2n(n1)C(C(F)(F)F)CC(C)N2 (stereo not drawn),i,-1.8,i
CCC(=O)NC(=S)Nc1ccc(S(=O)(=O)NC(C)=O)cc1,i,-2.1,i
CCCC(=O)NC(=S)Nc1ccc(Cl)cn1,i,-3.7,i
COc1ccc(NC(=O)CNC(=O)Cn2cnc3sc(C)c(C)c3c2=O)cc1OC,i,-1.3,i
Cc1cccc(C(=O)NC(=S)NCc2ccccc2)c1,i,-1.9,i
COc1ccc(S(=O)(=O)N2CCOCC2)cc1NS(=O)(=O)/C=C/c1ccccc1,i,-1.2,i
COc1ccc(F)cc1CN1CCN(CC(=O)N2CCc3ccccc32)CC1,i,0.2,i
Cc1ccc(S(=O)(=O)NC(=S)c2ccccc2)cc1,i,-2.4,i
CCOc1ccc(NC(=O)CSc2nncc(=O)[nH]2)cc1,i,-0.4,i
c1ccc(-c2noc(CSc3nc4ccccc4o3)n2)cc1,i,-0.6,i
COC(=O)c1cccc(NC(=O)CSc2nnc(C)o2)c1,i,-1.1,i
CC(=O)c1cccc(NCC(=O)c2ccc(C)c([N+](=O)[O-])c2)c1,i,-2.7,i
Cc1ccc(S(=O)(=O)NC(C)(C)CSc2nncn2N)cc1,i,-1.5,i
Cc1cc(OCC(=O)NCCCn2ccnc2)c2c(C)c(C)c(=O)oc2c1,i,-0.9,i
CC(C)C(NC(=O)C12CC3CC(CC(C3)C1)C2)C(=O)N/N=C/C1=C(N2CCOCC2)C(=C\c2cccc([N+](=O)[O-])c2)/CC1 (stereo not drawn),i,-0.3,i

Entries shown so far containing bromine, in the order listed:
molecule,CHT block,STK33 kinase inh,CHT allo act
Cc1c(-c2ccc(Br)cc2)nc2ccccn12,i,-0.2,i
CCC1=Nc2ccc(Br)cc2C(c2ccccc2)N1CC(=O)OC (stereo not drawn),i,-0.4,11*
Cc1cc(C)n(CC(O)Cn2c3ccc(Br)cc3c3cc(Br)ccc32)c(=O)n1 (stereo not drawn),i,-0.3,i

Other compounds:
molecule,CHT block,STK33 kinase inh,CHT allo act
CCOC(=O)c1ccc(N2C(=O)CC(SCC(=O)Nc3ccc(S(N)(=O)=O)cc3)C2=O)cc1 (stereo not drawn),i,1.7,i
Cc1ccccc1CC(=O)Nc1ccc2c(c1)CCC2,i,-1.3,i
Cc1ccc(C)c(NC(=O)CN(C)C(=O)c2cccc(N3C(=O)CCC3=O)c2)c1,i,-0.6,i
Cc1cc(C)cc(OCc2nnc(SCC(=O)N3CCN(c4ccccc4)CC3)o2)c1,i,-0.9,i
COc1cccc(C(=O)CSc2nc3ccccc3n2CC(=O)N2CCOCC2)c1,i,-0.8,i
O=S1(=O)CCC(NS(=O)(=O)c2ccc3ccccc3c2)C1 (stereo not drawn),i,-0.3,i
Cn1c2ccccc2c2nnc(SCC(=O)Nc3cccc(O)c3)nc21,i,-0.6,i
O=C(N1CCOCC1)N1c2ccccc2CC(N2CCOCC2)c2ccccc21 (stereo not drawn),i,-0.3,i
O=C1C=C(NC2CCCCC2)CCC1,i,0.6,i
COc1cc(C(C(=O)NCc2ccccc2)N(Cc2ccco2)C(=O)c2cnccn2)cc(OC)c1OC (stereo not drawn),i,x,i
CCOC(=O)C[C@H]1c2cc(F)ccc2S(=O)(=O)N1C(C)(C)C,i,0.0,i
O=C1N=C(N2CCOCC2)S/C1=C\c1cccnc1,i,0.6,i
COc1ccc(-n2ncc3c(=O)n(CC(=O)N(C(C)C)C(C)C)cnc32)cc1,i,-0.7,i
CCOC(=O)C1CCN(C(=O)c2ccccc2N(C)S(=O)(=O)c2ccccc2)CC1,i,-0.4,i
Cc1ccc(OCc2cc(C(=O)N3CCC(c4ccccc4Cl)C3)no2)cc1C (stereo not drawn),i,-1.3,i

Reprinted from the part before: 2 entries, followed by the next part.
molecule,CHT block,STK33 kinase inh,CHT allo act
CCOC(=O)C1CCN(C(=O)c2ccccc2N(C)S(=O)(=O)c2ccccc2)CC1,i,-0.4,i
Cc1ccc(OCc2cc(C(=O)N3CCC(c4ccccc4Cl)C3)no2)cc1C (stereo not drawn),i,-1.3,i
O=C(NC(Cc1ccccc1)C(=O)O)/C(=C\c1ccco1)NC(=O)c1ccc(Br)cc1 (stereo not drawn),i,0.9,i
CCCCN(C(=O)c1ccc(NC(=O)C(C)C)cc1)c1ccccc1,i,-0.8,i
Cc1cc(=O)[nH]c(N=N/C(=N/Nc2ccccc2C)c2ccccc2)n1,i,-2.4,i
CC(=O)Nc1cccc(NS(=O)(=O)c2cn(C)c(=O)n(C)c2=O)c1,i,0.4,i
O=C(CSc1ccc(-c2ccc(F)cc2)nn1)NC1CCCCC1,i,-0.3,i
CC(C)(C)CC(C)(C)NC(=S)Nc1ccc2nc(-c3ccccn3)c(-c3ccccn3)nc2c1,-8.4*,0.5,i
COc1cccc(C(=O)NC2CC(C)(C)Cc3c2cnn3-c2cccc(F)c2)c1OC (stereo not drawn),i,0.0,i
COc1ccc(NC(=S)Nc2cc(C)ccn2)c(OC)c1,i,-0.8,i
COc1cccc(OC)c1-c1nn2c(-c3cc(-c4ccccc4)n[nH]3)nnc2s1,i,-0.6,i
Cc1ccc(C(=O)Nc2cc(Cl)ccc2-n2cncn2)s1,i,1.2,i
COC(=O)c1c(N2C(=O)[C@H]3[C@@H](C2=O)[C@]2(C(=O)Nc4ccc(C)cc42)N2CCC[C@@H]32)sc(C)c1C,i,-0.9,i
C=CCn1c(SCc2ccc([N+](=O)[O-])cc2)nnc1C(C)NC(=O)c1ccccc1 (stereo not drawn),i,-1.5,i
COc1cc(C2C(C(N)=O)=C(C)Nc3nc(CCCO)nn32)cc(OC)c1OC (stereo not drawn),i,1.2,i
O=C(Nc1cccc(S(=O)(=O)N2CCCCC2)c1)c1ccc2ncsc2c1,i,-0.3,i
CC(=O)/C=C/c1ccccc1Oc1c(F)c(F)nc(F)c1F,i,-0.4,i

Limited to CHT allo act (3 entries from above):
molecule,CHT allo act
O=C(NC(Cc1ccccc1)C(=O)O)/C(=C\c1ccco1)NC(=O)c1ccc(Br)cc1 (stereo not drawn),i
CCCCN(C(=O)c1ccc(NC(=O)C(C)C)cc1)c1ccccc1,i
Cc1cc(=O)[nH]c(N=N/C(=N/Nc2ccccc2C)c2ccccc2)n1,i

New compounds follow.
molecule,CHT block,STK33 kinase inh,CHT allo act
Cc1ccc(Nc2nc(-c3ccc(C)cc3)c(CC(=O)O)s2)cc1,i,1.7,i
CCOc1ccc(C(C)NC(=O)C2CCC2)cc1 (stereo not drawn),i,0.6,i
O=C(NNc1ccc([N+](=O)[O-])cc1[N+](=O)[O-])C1C2CCCCC21 (stereo not drawn),i,1.2,i
Cc1ccc2c(C)c(C(=O)N(C)CCC3CCCCO3)oc2c1C (stereo not drawn),i,-2.7,i
C=CCn1c(SC2CCOC2=O)nc2scc(C3CC3)c2c1=O (stereo not drawn),-5.7*,x,i
Cn1c(C(=O)N/N=C/c2ccccc2)cc2ccccc21,i,-1.4,i
O=C(c1ccc(Cl)cc1)N1CCCOC1,i,0.5,i
CC1CCN(C(=O)Cn2c(=O)n(CCc3ccccc3)c(=O)c3ccccc32)CC1,i,-1.8,i
c1nc(N2CCCCCC2)c2[nH]cnc2n1,i,10,i

Compound activity deposited in PubChem BioAssay by several laboratories.
